From PubChem BioAssay
DENV2 CPE rescue – inhibitors of DENV2 cytopathic effect, primary screen, cell-based, plate reader, single concentration. DENV2-infected cells, cytopathic effect rescue. CPE inhibition, % at 9.99 µM. 1.7% of 350,000 active. AID 651640, 2012; in the data active means CPE inhibition above about 20%, passing the limit was not always enough; inconclusive means no clear call, values can overlap the other calls; tested in BHK-21 cells;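 further: 0% = median of neutral control wells and 100% = median of positive control wells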
Statin myotox sup – suppressors of statin myotoxicity in C2C12 myotubes, primary screen, cell-based, single point, plate reader. C2C12 myotubes + simvastatin, ATP luminescence, 48 h; scaled: DMSO 0, geranylgeraniol control 100. rescue of ATP level, % at 7.49 µM. 0.78% of 330,000 active;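 active means mean ATP rescue above about 67%, or every replicate alone reaching that limit, limit read from the data, passing the limit was not always enough; inconclusive means no clear call, values can overlap the other calls; inactive means mean under the limit and some replicate under it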;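 further: myotubes were challenged with 10 µM simvastatin during compound exposure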
S100A4 inh HTS – inhibitors of S100A4-myosin IIA peptide binding, primary screen, biochemical, fluorescence polarization, TAMRA-MyoIIA peptide. inhibition, % at 10.7 µM. AID 652163, 2013. Protein S100-A4 (Homo sapiens), P26447. 0.14% of 360,000 active;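 active means mean inhibition of at least 70% across replicates, with every replicate also reaching that level; inconclusive means mean inhibition reaches 70% but some replicates fall short; inactive means mean inhibition below 70%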
Target sequence (P26447 whole entry, looked up): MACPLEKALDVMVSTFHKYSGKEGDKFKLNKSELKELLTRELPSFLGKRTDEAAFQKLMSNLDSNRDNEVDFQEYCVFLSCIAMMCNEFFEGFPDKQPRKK
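Compound dosing: one dose per compound; test system: human S100A4 monomer with TAMRA-labelled myosin IIA peptide; probe or stimulus: TAMRA-labelled myosin IIA heavy-chain peptide probe, 5 nM; medium: HEPES buffer with Ca2+, pH 7.2; schedule: 5 min incubation before reading; benchmarks: neutral control DMSO, positive control TFP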
ERp5 block – inhibitors of ERp5-driven insulin aggregation, primary screen, biochemical, turbidity, absorbance 650 nm, single point. Protein disulfide-isomerase A6 (Homo sapiens), Q15084. 90 min. inhibition, % at 9.99 µM. 0.05% of 350,000 active. AID 651711, 2012;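 active means mean replicate inhibition above about 25%, with every replicate also reaching it, limit read from the data, passing the limit was not always enough; inconclusive means only one of those two criteria met; inactive means neither criterion met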
Target sequence (Q15084 whole entry, looked up): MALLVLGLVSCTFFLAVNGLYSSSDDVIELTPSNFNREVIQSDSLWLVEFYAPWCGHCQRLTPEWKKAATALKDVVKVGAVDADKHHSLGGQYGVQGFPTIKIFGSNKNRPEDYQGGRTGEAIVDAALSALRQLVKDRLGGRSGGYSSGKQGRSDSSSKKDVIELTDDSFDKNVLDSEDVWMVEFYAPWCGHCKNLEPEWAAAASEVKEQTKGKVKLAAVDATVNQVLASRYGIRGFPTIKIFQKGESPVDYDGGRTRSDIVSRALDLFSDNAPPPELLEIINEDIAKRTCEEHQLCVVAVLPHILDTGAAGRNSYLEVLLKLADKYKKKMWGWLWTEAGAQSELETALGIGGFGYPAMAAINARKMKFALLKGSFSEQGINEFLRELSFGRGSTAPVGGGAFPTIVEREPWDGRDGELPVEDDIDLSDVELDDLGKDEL
PglD DTNB – C. jejuni PglD acetyltransferase inhibitors, primary screen, biochemical, DTNB colorimetric, single point; UDP-N-acetylbacillosamine N-acetyltransferase PglD (Campylobacter jejuni); purified PglD enzyme, DTNB colorimetric CoA detection; inhibition, % at 12.5 µM; 0.098% of 360,000 active; AID 602405, 2012; in the data active means inhibition above about 16%, passing the limit was not always enough; inconclusive means no clear call, values can overlap the other calls; further: strong numbers were not always called active
E-selectin induc – E-selectin induction in HUVECs, primary screen, imaging, HUVEC, immunofluorescence imaging, single point | P16581 | normalized: neutral wells 0, TNF-alpha wells 100 | activation, % at 7.58 µM | 0.37% of 260,000 active | AID 686992, 2013;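 active means mean E-selectin-positive cell signal at least 10% of the positive control, reached in at least 60% of replicates, without over 20% cell loss; inconclusive means no rule given, readout overlaps actives, possibly toxicity-flagged; inactive means the rest, including those meeting only one limit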;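 further: in these data hits start at about 27%; measured in HUVEC primary endothelial cells; signal is the percent of cells scored E-selectin positive by PE staining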
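Test system: HUVEC | Signal: Immunofluorescence imaging | Read-out: Percent E-selectin-positive cells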
SIRT5 inh – SIRT5 desuccinylase inhibitors, primary screen, biochemical, fluorescence imaging, single point, set 5; NAD-dependent protein deacylase sirtuin-5, mitochondrial (Homo sapiens), Q9NXA8; Purified SirT5, succinyl-peptide AMC, trypsin-coupled fluorescence; 1.1% of 330,000 active; inhibition, % at 15 µM; in the data active means inhibition above about 15%; inconclusive means no clear call, values can overlap the other calls
Target sequence (Q9NXA8 whole entry, looked up): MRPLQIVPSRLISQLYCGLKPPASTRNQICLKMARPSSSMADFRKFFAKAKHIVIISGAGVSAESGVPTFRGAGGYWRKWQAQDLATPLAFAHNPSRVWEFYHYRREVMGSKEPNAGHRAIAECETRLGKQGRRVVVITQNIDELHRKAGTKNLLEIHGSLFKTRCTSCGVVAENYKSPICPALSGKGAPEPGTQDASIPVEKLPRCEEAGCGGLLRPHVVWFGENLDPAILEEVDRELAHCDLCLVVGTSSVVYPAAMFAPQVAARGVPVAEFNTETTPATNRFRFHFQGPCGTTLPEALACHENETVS
An asterisk follows results filed as active; ? = inconclusive; · = not tested or not shown. A portion of the library; the hit share may differ from the screen's.

SMILES	DENV2 CPE rescue	Statin myotox sup	S100A4 inh HTS	ERp5 block	PglD DTNB	E-selectin induc	SIRT5 inh
Cc1ccc(F)cc1NC(=O)COC(=O)COc1ccc(C#N)cc1	4	10	4	-3	6	0.0	0
COc1ccc(C(=O)Nc2cc(Cl)ccc2C(=O)O)cc1	17	·	-3	0	·	·	3
CC(=O)N1CCCCN2[C@H](C1)[C@@H](c1ccc(C#Cc3ccccc3F)cc1)[C@@H]2CO	3	·	-6	1	1	0.5	0
CCN(C(=O)c1c(-c2ccccc2Cl)noc1C)C1CCCCC1	3	-7	-4	-1	3	0.4	-3
COc1ccc(CN(C)C[C@H]2Oc3ccc(NC(=O)Nc4ccccc4)cc3CC(=O)N([C@@H](C)CO)C[C@@H]2C)cc1	2	-8	2	-6	-3	0.1	1
CC(O)CNc1nc2c(c(=O)n(Cc3cccc(Cl)c3)c(=O)n2C)n1C (centres undefined)	-5	2	3	-1	5	1.9	6
Cc1ccc(-n2cccn2)c(CN2CCCC(C(=O)c3sccc3C)C2)c1 (centres undefined)	-5	·	7	2	·	-3.7	-2
COc1ccc(C(=O)Nc2ccc3c(c2)C(=O)N(C)C[C@@H](OC)[C@H](C)CN(C(=O)C2CC2)[C@H](C)CO3)cc1	6	3	8	-5	2	0.4	-3
COc1c(Cl)cc(-c2noc(C)c2C(=O)NCCc2ccc(C)cc2)cc1Cl	-3	-16	4	-2	-5	·	·
CCn1c(=O)c(=O)[nH]c2cc(C(=O)NCc3ccc(F)cc3)ccc21	-6	-9	-12	0	-3	·	4
Cc1nn(C)c(C)c1NC(=O)CC12CC3CC(CC(C3)C1)C2	-2	·	3	0	·	·	-3
O=C(CSc1nc2ccccc2s1)c1cc2ccccc2o1	0	57	22	-1	·	·	-3
O=C(/C=C/c1ccc(S(=O)(=O)N2CCOCC2)cc1)N1CCN(c2ccccc2)CC1	5	·	0	4	·	·	-3
CO/N=C/CC(=O)c1ccc([N+](=O)[O-])c(CS(=O)(=O)c2ccc(Cl)cc2)c1	4	-5	-3	0	-2	0.0	0
CCCCN1C(=O)C(CC(=O)NCCc2ccccn2)CC(C(=O)N2CCOCC2)=C1C (centres undefined)	17	8	12	-1	·	·	-2
O=C(NCC1CC1)[C@@H]1[C@@H](CO)[C@@H]2Cn3c(ccc(-c4ccccc4)c3=O)[C@H]1N2CC1CC1	-1	-18	-1	3	2	-1.8	-5
Cc1nc(-c2ccc3c(c2)OCO3)cs1	·	-1	·	·	1	-0.1	·
C/C=C/c1ccc2c(c1)O[C@@H](CN(C)C(=O)COC)[C@H](C)CN([C@@H](C)CO)S2(=O)=O	8	-4	1	·	3	-0.3	-2
Cc1noc(C)c1NC(=O)N(C)C[C@H]1Oc2ccc(NS(=O)(=O)c3cccs3)cc2C(=O)N([C@@H](C)CO)C[C@@H]1C	38*	-23	-1	-6	0	-2.8	1
CCCC#Cc1cnc2c(c1)C(=O)N([C@@H](C)CO)C[C@@H](C)[C@@H](CN(C)Cc1ccccc1F)O2	2	6	-38	-1	0	·	3
CC(Oc1ccc(Cl)cc1Cl)C(=O)NC(=S)N1CCc2ccccc21 (centres undefined)	4	6	7	7	8	·	2
COc1ccc(C=C2Cc3ccccc3C2=O)cc1	3	·	-1	7	·	0.8	·
CN(C(=O)c1cc(COc2ccc(F)c(F)c2)on1)C1CCOC1 (centres undefined)	4	-4	0	0	-2	21	0
COc1ccc(NC(=O)N2C[C@H](O)COC[C@H]3O[C@H](CC(=O)N4CCN(C)CC4)CC[C@@H]32)cc1	-10	-4	-85	1	3	0.0	-2
O=C(O)c1cc(S(=O)(=O)O)cc(Nc2c3ccccc3nc3ccccc23)c1O	2	12	3	0	-2	?	13
CCOc1ccc(N(CC(=O)Nc2cc(C)cc(C)c2)S(C)(=O)=O)cc1	-6	6	8	3	7	0.0	-1
Clc1ccc(CSc2ncccn2)cc1	5	-23	2	-5	2	·	-4
Cc1cc(C(=O)CN2C(=O)C(=O)N(Cc3ccco3)C2=O)c(C)n1CCc1ccc(F)cc1	-9	-70	-1	·	-6	90*	-1
Cc1noc(C)c1S(=O)(=O)N(C)C[C@@H]1OCCCC[C@H](C)Oc2ccc(NS(=O)(=O)c3ccc(Cl)cc3)cc2C(=O)N([C@H](C)CO)C[C@@H]1C	?	·	-6	-4	10	3.0	0
COc1ccc(NC(=S)NC23CC4CC(CC(C4)C2)C3)cc1OC	0	-7	-3	-3	3	0.0	-2
CNC[C@H]1Oc2c(cccc2N(C)C)C(=O)N([C@H](C)CO)C[C@H]1C	1	23	7	-1	4	-0.1	·
NS(=O)(=O)c1ccc(NS(=O)(=O)c2cccs2)cc1	-2	46	-1	5	4	·	0
COc1ccc2c(CSc3nnc(-c4cccnc4)n3-c3ccccc3F)cc(=O)oc2c1	-7	2	5	-6	-1	·	-1
O=C(Nc1ccccc1C(=O)O)c1ccc(NC(=O)C2CCCO2)cc1 (centres undefined)	7	6	-5	-6	1	0.3	0
COC(=O)C[C@H]1CC[C@H]2[C@H](COc3ccc(NC(=O)Nc4cccc(Cl)c4)cc3C(=O)N2C)O1	-4	14	34	5	0	0.3	-3
C[C@@H]1CCCCO[C@H](CN(C)C(=O)Nc2ccc3c(c2)OCO3)[C@H](C)CN([C@@H](C)CO)C(=O)c2cc(NC(=O)Nc3ccccc3)ccc2O1	23*	·	-6	-8	-2	·	4
COc1cccc(-c2cccc(-c3nc(C(=O)N4CCN(C)CC4)cc4c3[C@@H](CCO)N(S(=O)C(C)(C)C)C4)c2)c1 (some centres undefined)	3	·	-2	1	-4	0.1	-4
O=C1NC2(CCCCCC2)C(=O)N1Cc1ccc(F)cc1Cl	-1	-2	-2	1	6	0.2	1
CCOC(=O)C1CCN(C(=O)CN2C(=O)c3ccccc3Sc3ncccc32)CC1	6	27	9	-1	-5	·	7
O=C(C[C@H]1CC[C@H]2[C@@H](COC[C@@H](O)CN2C(=O)c2ccccc2)O1)Nc1nccs1	-3	-5	0	2	3	-0.1	6
CC(=O)N[C@H]1CC[C@@H](CC(=O)NCc2ccc(Cl)cc2)O[C@@H]1CO	4	5	-46	5	10	-0.4	0
O=C(COC(=O)c1ccccn1)c1ccc([N+](=O)[O-])cc1	-5	14	-3	8	1	1.1	-1
CNC[C@@H]1Oc2c(NC(=O)c3ccncc3)cccc2C(=O)N([C@@H](C)CO)C[C@H]1C	-6	15	21	-3	0	0.0	-2
CC(C)(C(=O)N1CCC1(C)C(=O)NS(=O)(=O)c1cccc(C#N)c1)c1ccccc1 (centres undefined)	-7	4	-2	1	5	-0.8	1
CN1CCN(c2ccc3sc(-n4ccc5ccccc54)nc3c2)CC1	5	9	2	6	3	0.4	-2

Arranged by formula weight (high to low): part of the list above.
SMILES	DENV2 CPE rescue	Statin myotox sup	S100A4 inh HTS	ERp5 block	PglD DTNB	E-selectin induc	SIRT5 inh
Cc1noc(C)c1S(=O)(=O)N(C)C[C@@H]1OCCCC[C@H](C)Oc2ccc(NS(=O)(=O)c3ccc(Cl)cc3)cc2C(=O)N([C@H](C)CO)C[C@@H]1C	?	·	-6	-4	10	3.0	0
COc1ccc(C(=O)Nc2ccc3c(c2)C(=O)N(C)C[C@@H](OC)[C@H](C)CN(C(=O)C2CC2)[C@H](C)CO3)cc1	6	3	8	-5	2	0.4	-3
CCn1c(=O)c(=O)[nH]c2cc(C(=O)NCc3ccc(F)cc3)ccc21	-6	-9	-12	0	-3	·	4

Later entries
SMILES	DENV2 CPE rescue	Statin myotox sup	S100A4 inh HTS	ERp5 block	PglD DTNB	E-selectin induc	SIRT5 inh
COc1ccccc1-c1cnc2c(c1)C(=O)N([C@H](C)CO)C[C@@H](C)[C@@H](CN(C)CC1CCOCC1)O2	-1	1	1	-2	6	-0.1	-1
COc1ccc(CC(=O)OCC(=O)NC2CC2)cc1	1	16	-4	-6	-3	·	-4
CNC(=O)c1c(C)noc1C	5	10	-11	0	·	·	-1
CC12CN3CCN(CC(C3)/C1=N/N=C/c1cccc([N+](=O)[O-])c1)C2	-3	·	3	6	·	·	1
Cc1c(Br)c(C(=O)NNC(=O)c2ccc(C(C)(C)C)cc2)nn1C	16	·	1	1	·	·	-1
O=C(O)CSc1c2c(nc3cc(C(=O)Nc4ccc(F)c(Cl)c4)ccc13)CCCC2	-4	10	0	-2	3	·	1
COc1ccc(S(=O)(=O)N2CCCCCC2)cc1NC(=O)CN1C(=O)NC(C)(c2ccccc2)C1=O (centres undefined)	-4	-7	-2	-3	0	0.0	-5
CN(C)S(=O)(=O)c1ccc(Cl)c(NC(=O)CN2CCc3ccccc3C2)c1	-2	-11	-10	3	·	·	·
O=C(Nc1cccc(S(=O)(=O)N2CCOCC2)c1)c1ccc2ccccc2n1	-2	-7	3	-3	6	-0.2	-2
Cc1ccc(NC(=O)c2cccc(S(=O)(=O)Nc3c(C)n(C)n(-c4ccccc4)c3=O)c2)cc1C	-4	·	-8	-13	·	·	3
Cc1ccc(S(=O)(=O)N(C)c2ccccc2C(=O)N2CCOCC2)cc1	0	-5	-1	-6	-2	-1.5	-3
CN1C(=O)c2cc(NC(=O)c3cccs3)ccc2OC[C@H]2O[C@H](CC(=O)NCC(F)(F)F)CC[C@H]21	0	-18	-7	6	2	0.1	-6
O=[N+]([O-])c1cc(CN2CCCCCC2)ccc1O	-6	8	-3	3	16	0.0	-1
C[C@H]1CN([C@@H](C)CO)C(=O)c2cc(NC(=O)C3CC3)ccc2O[C@@H]1CN(C)C(=O)Nc1cccc2ccccc12	?	1	-3	1	2	0.0	2
C[C@@H]1CN([C@@H](C)CO)C(=O)c2cccc(NS(=O)(=O)c3ccc(F)cc3)c2O[C@@H]1CN(C)C(=O)Nc1ccc2c(c1)OCO2	-7	53	11	0	2	1.5	-4
N=c1c(C(=O)NCCc2ccccc2)cc2c(=O)n3ccccc3nc2n1Cc1ccco1	4	-27	2	3	·	0.0	-4
CCc1ccccc1NC(=O)c1cc(C)no1	?	0	-2	5	-1	0.0	-3
COc1ccc(NC(=O)c2coc(C)c2)cc1	-6	12	3	6	-2	·	-2
O=C(OCCN1CCOCC1)c1cccc(F)c1	-1	2	-5	3	-5	·	-7
COc1cccc(S(=O)(=O)N[C@@H]2CC[C@H](CCn3cc(-c4ccccn4)nn3)O[C@H]2CO)c1	?	4	6	-3	4	-0.1	0
CCCCNC(=O)CCn1nc(-c2ccc(Cl)cc2)c2ccccc2c1=O	-3	17	7	2	·	0.1	-1
COc1ccc2c3c([nH]c2c1)[C@@H](CO)N(Cc1nccs1)CC31CCN(C(=O)C2CCOCC2)CC1	3	·	9	2	·	0.0	2
S=c1[nH]nc(-c2cccs2)n1/N=C/c1cn(-c2ccccc2)nc1-c1ccccc1	14	0	3	3	·	·	-1
CC(C)OC(=O)CC(NC(=O)OC(C)(C)C)c1ccccc1 (centres undefined)	10	·	11	2	·	0.0	13
Cn1c(=O)c2c(nc(Oc3cccc(O)c3)n2C)n(C)c1=O	?	3	-1	0	-1	·	2
O=S(=O)(c1ccc2nc(SCc3cccc(Cl)c3)[nH]c2c1)N1CCOCC1	3	·	2	?	5	·	0
COc1ccc(C(CNC(=O)c2oc3cc(Br)ccc3c2C)N2CCCCC2)cc1 (centres undefined)	-11	3	-5	-4	-3	·	2
